GLS inhibitor: blocks human kidney-isoform glutaminase activity | O94925 | GLS enzymatic activity, qHTS titration | Potency, µM (top dose mostly 45.5 µM), for inactives: at the top dose activity change, negative = inhibition, most hits filed as inhibitors | hit rate 0.21% among 410,000 | AID 624170; also: potency is read from the fitted curve at half-maximal effect; % is scaled to controls: 0 for no effect and ±100 for the full control effect
Target sequence (O94925 whole entry, looked up, canonical isoform): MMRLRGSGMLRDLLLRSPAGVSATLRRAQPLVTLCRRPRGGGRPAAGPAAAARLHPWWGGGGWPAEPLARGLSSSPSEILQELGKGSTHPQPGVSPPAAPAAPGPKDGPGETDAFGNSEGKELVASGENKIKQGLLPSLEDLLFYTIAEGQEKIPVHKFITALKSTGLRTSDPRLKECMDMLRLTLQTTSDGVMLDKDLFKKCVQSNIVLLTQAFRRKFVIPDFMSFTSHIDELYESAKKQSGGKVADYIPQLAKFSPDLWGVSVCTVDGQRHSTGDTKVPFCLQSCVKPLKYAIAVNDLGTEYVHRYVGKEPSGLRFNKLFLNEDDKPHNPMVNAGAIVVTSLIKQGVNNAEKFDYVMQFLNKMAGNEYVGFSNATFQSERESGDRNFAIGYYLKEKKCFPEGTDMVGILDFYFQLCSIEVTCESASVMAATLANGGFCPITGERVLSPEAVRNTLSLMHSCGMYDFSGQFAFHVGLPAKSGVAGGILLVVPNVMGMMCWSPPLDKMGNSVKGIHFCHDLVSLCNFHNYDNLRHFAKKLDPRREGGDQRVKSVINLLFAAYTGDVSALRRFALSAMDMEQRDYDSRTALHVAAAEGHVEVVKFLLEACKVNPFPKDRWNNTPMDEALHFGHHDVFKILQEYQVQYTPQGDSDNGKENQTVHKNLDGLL
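Coupled fluorescence readout: glutamate oxidase/HRP/Amplex Red detect glutamate formed by hKGA from L-glutamine (1 mM solution added). Buffer 45 mM KH2PO4 pH 8.2, 0.02% Tween-20; reads at t0 and 30 min RT.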
BAZ2B block: inhibitors of human BAZ2B bromodomain; Q9UIF8; Potency, µM (highest dose often 114 µM), without a hit: at the top dose activity change, negative = inhibition, usual class: inhibitors; AlphaScreen BAZ2B-H3K14Ac peptide displacement; hit rate 4.4% among 360,000; AID 504333; also: potency is read from the fitted curve at half-maximal effect; % is scaled to controls: 0 for no effect and ±100 for the full control effect; nearly all actives have a fitted effect of over 60% in size
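AlphaScreen displacement: compounds (up to 110uM) incubated 30 min at room temperature with a preformed 50 nM BAZ2B/50 nM biotinylated H3K14Ac peptide complex in PBS pH 7.4 with Tween-20. Donor and acceptor beads at 10 ug/mL final added, 20 min light-protected before reading.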
POLH inh: DNA polymerase eta (human) inhibition | Q9Y253 | recombinant Pol eta, fluorescent DNA replication assay | Potency, µM (highest dose often 114 µM), inactives show top-dose activity change, negative = inhibition, most hits filed as inhibitors | hit rate 1.2% among 390,000 | AID 588591; also: potency is read from the fitted curve at half-maximal effect; % is scaled to controls: 0 for no effect and ±100 for the full control effect
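Pol eta (10 nM) was preincubated with compounds for 15 min at room temperature, after which fluorescent replication substrate (50 nM final) was added to start the reaction. Fluorescence was read kinetically at 0 and 10 min.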
Pin1 inhibitor: blocks the human prolyl isomerase Pin1. Potency, µM (doses to about 115 µM), without a hit: at the top dose activity, negative = inhibition, most hits filed as inhibitors. AID 504891. Q13526. Pin1 FP peptide displacement, HiFluor488, 10 min. hit rate 0.009% among 390,000; active = well fitted inhibition curve with a large enough effect in the polarisation, with a control signal flat, not every such curve was filed as active; inconclusive = small, poorly fitted or top-dose-only effect, or effect the other way, or a change in a side signal; inactive = no such curve, though single readings can be large or run the other way; the % refers to the polarisation; also: potency is read from the fitted curve at half-maximal effect; % is scaled to controls: 0 for no effect and ±100 for the full control effect
Target sequence (Q13526 whole entry, looked up): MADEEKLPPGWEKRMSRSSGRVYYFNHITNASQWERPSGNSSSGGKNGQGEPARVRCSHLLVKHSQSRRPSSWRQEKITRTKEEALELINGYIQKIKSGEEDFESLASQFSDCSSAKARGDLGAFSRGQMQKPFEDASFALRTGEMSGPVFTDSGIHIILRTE
JMJD2A Tudor: blocks the human JMJD2A Tudor domain | O75164 | Potency, µM (titrated, usually from 114 µM), without a hit: top-dose activity change, negative = inhibition, usual class: inhibitors | AlphaScreen JMJD2A-Tudor / H3K4me3 peptide binding | hit rate 4.4% among 390,000 | AID 504339; also: potency is read from the fitted curve at half-maximal effect; % is scaled to controls: 0 for no effect and ±100 for the full control effect; nearly all actives have a fitted effect of over 50% in size
G9a block: inhibitors of human histone lysine methyltransferase G9a | Potency, µM (titrated, usually from 102 µM), for inactives: at the highest dose activity, negative = inhibition, usual class: inhibitors | hit rate 8.8% among 350,000 | G9a H3K9 monomethylation, AlphaScreen, 2 h | Q96KQ7; also: potency is read from the fitted curve at half-maximal effect; % is scaled to controls: 0 for no effect and ±100 for the full control effect; nearly all actives have a fitted effect of over 75% in size
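Compounds were preincubated with 20 nM G9a for 15 min, after which biotinylated H3K9 peptide (500 nM) and SAM (20 uM) started a 2 h room-temperature reaction. Monomethylated product was quantified by antibody-based AlphaScreen chemiluminescence.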
HP1b binding inh: inhibitors of HP1-beta chromodomain binding to methylated histone tails. Potency, µM (series often up to 114 µM), inactives show at the top dose activity change, negative = inhibition, usual class: inhibitors. AID 540317. AlphaScreen HP1-beta / biotin-H3K9me3 peptide binding. hit rate 0.56% among 390,000; also: potency is read from the fitted curve at half-maximal effect; nearly all actives have a fitted effect of over 70% in size; inactives centre near 23
Target sequence (P83916 whole entry, looked up): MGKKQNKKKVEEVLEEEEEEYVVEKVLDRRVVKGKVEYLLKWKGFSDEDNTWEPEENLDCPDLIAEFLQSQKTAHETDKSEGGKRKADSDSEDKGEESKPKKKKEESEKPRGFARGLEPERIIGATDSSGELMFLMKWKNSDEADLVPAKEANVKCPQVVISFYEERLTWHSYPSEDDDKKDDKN
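Compound inhibition of the preformed complex between 50 nM HP1-beta and 50 nM biotinylated H3K9me3 peptide was read by AlphaScreen. Buffer was PBS pH 7.4 with 0.01% Tween-20. Incubations ran 30 min at room temperature, with 10 ug/mL donor/acceptor beads.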
PI4K2A inh: inhibitors of human PI4K2A; hit rate 0.13% among 420,000; activity change, negative = inhibition, % at 76.9 µM; purified PI4K2A, ADP-Glo luminescence, 1 h; active compounds read low; Q9BTU6; AID 1346378; in the data active = activity change below about -50%; inconclusive = mostly about -30% to -49%;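 also: -100% = wells without enzyme as full effect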
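ADP-Glo luminescence measured ADP generated by PI4K2A enzyme (4 ug/mL before mixing) with 1.2 mM PI substrate (pre-mix) and 300 microM ATP (pre-mix). Tris pH7.5 buffer with MgCl2, Triton X-100; 1 h reaction at ambient temperature.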
PGK inhibitor: blocks T. brucei phosphoglycerate kinase. P07378. PGK/GAPDH coupled, Kinase-Glo luminescence, 60 min. Potency, µM (series often up to 57.5 µM), for inactives: at the top dose activity change, negative = inhibition, actives largely listed as inhibitors. hit rate 0.043% among 380,000. AID 602233; also: potency is read from the fitted curve at half-maximal effect; % is scaled to controls: 0 for no effect and ±100 for the full control effect; nearly all actives have a fitted effect of over 60% in size
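Recombinant glycosomal PGK reaction used 1,3-bisphosphoglycerate generated in-well by GAPDH (100nM final) in 100mM TEA pH 7.6, 5mM MgCl2, 0.01% Tween-20. After 60 minutes at room temperature, ATP was read by Kinase-Glo Plus luminescence end-point.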
The depositor's hits bear a star; i = inactive; ? = inconclusive; . = not tested or not shown; [ ] = remark or other dose. Unless noted, calls follow the shape of the dose curve; as a rule, active = well fitted curve in the direction sought with a large enough effect; inconclusive = small, poorly fitted or top-dose-only effect, or another doubt; inactive = no such curve, though single readings can be large; an effect the other way counts as inactive or inconclusive. These rows are one share of the data; the hit share may differ from the screen's.

SMILES	GLS inhibitor	BAZ2B block	POLH inh	Pin1 inhibitor	JMJD2A Tudor	G9a block	HP1b binding inh	PI4K2A inh	PGK inhibitor
CCOc1ccccc1N(CC(=O)NC1CCCCC1)C(=O)CCC(=O)Nc1nccs1	-1%	0%	-28%	-3%	-3%	-8%	43%[activator]	-3	0%
O=C(CC1=NC2(CCCC2)Cc2ccccc21)N1CCOCC1	33%[activator]	50µM*	6%	2%	?	?	-2%	0	i
CCOc1ccc(NC(=O)CSc2nc(-c3ccccc3)c3cc(OCC)ccc3n2)cc1	-12%	-2%	1%	0%	-20%	-10%[59 µM]	12%	-2	-3%
CCOc1ccc(-n2cc(-c3ccccc3)c3c(SC(C)C(=O)OC)ncnc32)cc1 (centres undefined)	19%	10%	-14%	-9%	-7%	4%	43%[activator]	0	6%
CCOc1ccc(-n2nc3ccc(NC(=O)c4ccc(C)cc4C)cc3n2)cc1	5%	1%	-13%	-2%	-18%	-6%[59 µM]	27%	-1	-1%
CC(C)(C)n1nnnc1C(c1ccc(F)cc1)N1CCC(C(N)=O)CC1 (centres undefined)	6%	-23%	3%	1%	-11%	0%	32%	-5	-10%
CC(C)(C)NC(=O)CCc1nnc(Cc2c[nH]c3ccccc23)o1	2%	18%	-7%	2%	-15%	45µM*	35%	4	5%
NC(=O)c1cc2ccccc2o/c1=N\NC(=O)c1ccncc1	-2%	-25%	-14%	7%	-7%	4%	42%[activator]	2	4%
CCOC(=O)c1noc2ncnc(N3CCN(c4cccc(Cl)c4)CC3)c12	-7%	-4%	-13%	-5%	-15%	6%[59 µM]	51%[activator]	8	-10%
Cc1nc(C)c(C(=O)OCC(=O)Nc2ccccc2SCC#N)s1	-1%	-5%	-17%	?	-12%	-5%[2.33 µM]	24%	0	-8%
COc1cccc(C(=O)Nc2ccc(-c3nc4ccccc4o3)c(O)c2)c1	11%	7%	-6%	35%[activator]	-17%	56%[activator][59 µM]	27%	-2	.
CC1=C(C(=O)N(C)C)CC(CC(=O)NC2CCCCC2)C(=O)N1CCC1=CCCCC1 (centres undefined)	-4%	.	-21%	.	.	.	.	-1	0%
O=C(COC(=O)CC1CC2CCC1C2)Nc1c(F)cccc1F (centres undefined)	0%	-1%	-3%	-2%	-1%	12%	18%[57 µM]	-26	-8%
NS(=O)(=O)c1ccc(CNS(=O)(=O)c2ccc3c(c2)OCCO3)cc1	2%	-2%	0%	-1%	-8%	.	56%[activator]	3	-1%
CC(=O)N1CCN(S(=O)(=O)c2cccc(C(=O)NNC(=O)Cn3ccc(C(F)(F)F)n3)c2)CC1	17%	9%	-6%	3%	-9%	21%[0.501 µM]	18%	1	5%
O=C(CCc1ccccc1)NNC(=O)Nc1ccc(Br)cc1	7%	-2%	-4%	2%	-1%	.	35%	5	0%
O=C(NCCCc1nc2ccccc2n1Cc1ccccc1F)c1ccco1	2%	-14%	-8%	-5%	-21%	-7%[59 µM]	10%	0	6%
O=C(CCc1ccc(F)c(F)c1)NC1CCCN(Cc2ccc(Cl)cc2)C1 (centres undefined)	-3%	3%	-11%	-5%	-3%	.	5%	-7	-6%
Cc1csc(NC(=O)CSCc2c(C)noc2C)n1	-3%	5%	-13%	-1%	-15%	-32%	26%	-3	-3%
COc1ccc(NC(=O)CSc2nncc(=O)n2N)cc1OC	-3%	-1%	-14%	0%	-11%	.	46%[activator]	-4	9%
NNc1nc2ccccc2c(=O)n1Cc1ccccc1	8%	-18%	-1%	-3%	?	.	13%	-4	-3%
COc1ccc2c([N+](=O)[O-])c(Cl)[nH]c2c1	2%	79µM*	20µM*	?	56µM*	25µM*	?	-17	?
COc1ccc(CCNC(=O)CCc2c(C)nc3cc(-c4ccccc4OC)nn3c2C)c(OC)c1	-2%	-20%	-13%	13%	-21%	1%[59 µM]	14%	-3	-6%
CC(=O)C(C(c1ccccc1)N1CCCc2ccccc21)N1CCOCC1 (centres undefined)	-3%	.	-17%	8%	?	.	-13%[57 µM]	3	i
CCCCc1nc2cc(C(=O)N3CCNC(=O)C3CC(=O)OC)ccc2o1 (centres undefined)	6%	-8%	-11%	-9%	-10%	-1%	32%	-1	i

Sorted by SMILES length (falling): part of the list above.
SMILES	GLS inhibitor	BAZ2B block	POLH inh	Pin1 inhibitor	JMJD2A Tudor	G9a block	HP1b binding inh	PI4K2A inh	PGK inhibitor
CCOc1ccc(NC(=O)CSc2nc(-c3ccccc3)c3cc(OCC)ccc3n2)cc1	-12%	-2%	1%	0%	-20%	-10%[59 µM]	12%	-2	-3%
CCOc1ccccc1N(CC(=O)NC1CCCCC1)C(=O)CCC(=O)Nc1nccs1	-1%	0%	-28%	-3%	-3%	-8%	43%[activator]	-3	0%
NS(=O)(=O)c1ccc(CNS(=O)(=O)c2ccc3c(c2)OCCO3)cc1	2%	-2%	0%	-1%	-8%	.	56%[activator]	3	-1%
COc1cccc(C(=O)Nc2ccc(-c3nc4ccccc4o3)c(O)c2)c1	11%	7%	-6%	35%[activator]	-17%	56%[activator][59 µM]	27%	-2	.
O=C(CC1=NC2(CCCC2)Cc2ccccc21)N1CCOCC1	33%[activator]	50µM*	6%	2%	?	?	-2%	0	i
COc1ccc(NC(=O)CSc2nncc(=O)n2N)cc1OC	-3%	-1%	-14%	0%	-11%	.	46%[activator]	-4	9%
Cc1csc(NC(=O)CSCc2c(C)noc2C)n1	-3%	5%	-13%	-1%	-15%	-32%	26%	-3	-3%
NNc1nc2ccccc2c(=O)n1Cc1ccccc1	8%	-18%	-1%	-3%	?	.	13%	-4	-3%

The results go on.
SMILES	GLS inhibitor	BAZ2B block	POLH inh	Pin1 inhibitor	JMJD2A Tudor	G9a block	HP1b binding inh	PI4K2A inh	PGK inhibitor
COC(=O)CCNC(=O)Cc1ccc(S(=O)(=O)N2CCCCC2)s1	0%	-2%	79µM*	11%	-26%	50µM*	-3%	-2	-5%
CNC(=O)c1c(O)c2cccc3c2n(c1=O)CCC3	2%	6%	10%	2%	?	.	34%	-2	-4%
CCOC(=O)CSc1[nH]c2cc(OC)ccc2c1[N+](=O)[O-]	2%	-2%	-22%	0%	2%	12%	40%[activator]	-4	-3%
CC1(C)C(=O)Nc2ccccc2N1C(=O)COC(=O)C1CCCCC1	4%	4%	-13%	-1%	-6%	7%[59 µM]	28%	-9	0%
CCOC(=O)c1cnc2cc(C(F)(F)F)ccc2c1N1CCN(c2ccc(F)cc2)CC1	1%	-22%	-12%	-1%	-17%	-14%[59 µM]	-13%	4	6%
O=C(O)C(Cc1ccccc1)N1C(=O)C=CC1=O (centres undefined)	-6%	.	-15%	.	.	.	.	-8	-10%
CSc1ccccc1NC(=O)CSCc1ccccc1Br	2%	108%[activator]	-15%	0%	117%[activator]	156%[activator]	225%[activator]	5	i
Nc1c(C(=O)NCc2ccco2)nnn1-c1ccccc1	0%	-8%	-10%	-4%	1%	25%	9%	-3	1%
COc1ccc([C@H]2CC(=O)C=C(c3ccc4c(c3)OCO4)C2)cc1	-3%	0%	-20%	-2%	-9%	8%[0.501 µM]	30%	1	1%
CC(=O)Cc1nsc(NC(=O)c2ccccc2)n1	-1%	.	-10%	1%	-26%	3%[59 µM]	7%	-13	-3%
CCO/C=N/c1c(C#N)c2c(c(=S)n1C)COC(C)(C)C2	-7%	1%	-10%	-2%	-11%	-28%[12.7 µM]	41%[activator]	6	i
CS(=O)(=O)N(CC(=O)N1CCN(c2ccccc2F)CC1)c1ccc2c(c1)OCCO2	-2%	-6%	-17%	-13%	-10%	?	18%	-3	.
Cn1c(=O)c2c(-c3cccc(Br)c3)n(CCO)cc2n(C)c1=O	-1%	-1%	.	8%	-9%	-18%[59 µM]	25%	0	.
Cc1ccc(NC(=O)CNC(=O)c2ccco2)cc1	5%	-12%	-5%	-4%	-4%	-5%	0%	-8	5%
Cc1cccc(-n2cc(-c3ccccc3)c3c(N4CCOCC4)ncnc32)c1	43%[activator]	-33%	-11%	1%	?	?	-9%	-2	i
COc1cc(O)c(C(CCN2CCN(c3ccccc3)CC2)c2cc(OC)c(OC)c(OC)c2)c(OC)c1 (centres undefined)	17%	?	-12%	?	40µM*	-22%[59 µM]	?	-5	-11%
c1ccc2c(c1)CCN(C1=Nc3cccc4cccc1c34)C2	8%	32µM*	-11%	?	?	?	?	-1	i
O=C(NCCCN1CCN(c2ccc(F)cc2)CC1)C1COc2ccccc2C1 (centres undefined)	3%	?	-11%	-13%	?	5%[59 µM]	0%[57 µM]	1	-1%
Cc1ccc2c(c1)sc1nc(=O)ccn12	17%	-8%	-4%	0%	?	31%[59 µM]	17%	4	-1%
CSc1ccccc1NC(=O)CSc1cccc[n+]1[O-]	-1%	.	3%	0%	-3%	.	16%	-1	-4%
O=C(/C=C/c1ccccc1)OCCN1C(=O)c2ccccc2C1=O	1%	15%	-22%	-2%	27%	40%	73%[activator]	-2	-9%
CC1(C)C(=O)C=C(N2CCCCC2)c2ccccc21	13%	.	1%	.	.	.	.	2	-4%
CCOc1ccccc1CNC(=O)c1cc2occc2n1C	4%	45µM*	-17%	9%	-35%	25µM*	?	-1	-9%
Cc1cccc(NS(=O)(=O)c2c(C(=O)N3CCOCC3)c(C)n(C)c2C)c1C	1%	-15%[57.1 µM]	-11%	1%	-25%	-3%	-1%	-7	-1%

Screens as filed in PubChem.
